PI5P4K alpha inh: inhibitors of human PI5P4K alpha; actives 1.2% (n = 330,000); PI5P4Kalpha enzyme, ADP-Glo luminescence, 60 min; stronger effect = lower value; P48426; max response, %; active = max response of -50% or lower; inconclusive = between -30% and -50%; inactive = -30% or higher; also: value at the top dose of about 77 µM; % is scaled to controls: 0 for no effect and ±100 for the full control effect
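Enzyme plus substrate dispensed, test compounds pinned in, then ATP (5 microM final) added. After 60 min at RT, ADP-Glo reagent 1 for 45 min and reagent 2 for 30 min preceded luminescence imaging.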
EPAC1 ag: activates human EPAC1 exchange factor; AID 720707; Potency, µM (doses to about 154 µM), for inactives: top-dose activation, usual class: activators; O95398; EPAC1 agonist qHTS, biochemical assay; response scale: 100% = response to 6.5 mM cAMP; actives 0.073% (n = 360,000); also: potency is read from the fitted curve at half-maximal effect; nearly all actives have a fitted effect of over 60% in size
Target sequence (O95398 whole entry, looked up): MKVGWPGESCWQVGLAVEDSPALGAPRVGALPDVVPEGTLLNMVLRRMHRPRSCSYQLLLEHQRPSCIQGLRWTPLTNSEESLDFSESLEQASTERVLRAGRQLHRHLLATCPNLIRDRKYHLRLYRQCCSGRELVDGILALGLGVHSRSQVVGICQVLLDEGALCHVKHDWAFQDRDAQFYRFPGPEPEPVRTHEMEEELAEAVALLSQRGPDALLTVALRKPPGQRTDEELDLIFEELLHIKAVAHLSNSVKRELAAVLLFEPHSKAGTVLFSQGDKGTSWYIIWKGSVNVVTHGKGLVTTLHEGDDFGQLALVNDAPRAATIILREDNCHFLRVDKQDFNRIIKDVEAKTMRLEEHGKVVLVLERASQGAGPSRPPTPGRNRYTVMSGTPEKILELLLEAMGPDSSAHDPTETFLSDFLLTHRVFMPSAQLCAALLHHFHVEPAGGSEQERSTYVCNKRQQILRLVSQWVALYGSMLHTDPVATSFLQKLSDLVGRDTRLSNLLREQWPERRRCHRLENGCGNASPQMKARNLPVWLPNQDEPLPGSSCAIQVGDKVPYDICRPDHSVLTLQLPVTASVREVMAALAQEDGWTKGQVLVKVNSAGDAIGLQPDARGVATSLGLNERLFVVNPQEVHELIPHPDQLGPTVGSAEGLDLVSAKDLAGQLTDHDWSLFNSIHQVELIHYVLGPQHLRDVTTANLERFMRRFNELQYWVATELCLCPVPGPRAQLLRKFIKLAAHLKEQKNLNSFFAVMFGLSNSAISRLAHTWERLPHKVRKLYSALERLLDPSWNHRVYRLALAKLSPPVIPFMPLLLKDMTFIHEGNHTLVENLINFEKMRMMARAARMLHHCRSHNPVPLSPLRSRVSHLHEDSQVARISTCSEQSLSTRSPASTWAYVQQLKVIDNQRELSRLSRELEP
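Compounds were pinned as a concentration titration into mixtures of EPAC1 (100 nM), BODIPY-GDP-loaded Rap1B (250 nM) and GDP (50 uM). After 5 min at room temperature, fluorescence was followed for 30 min; activity was scaled to 6.5 mM cAMP.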
EPAC1 antag: antagonists of human EPAC1; EPAC1 GEF assay, Rap1b-BODIPY-GDP exchange fluorescence; Potency, µM (titrated, usually from 115 µM), for the others: top-dose activity change, negative = inhibition, usual class: inhibitors; actives 0.14% (n = 360,000); AID 720709;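 also: potency is read from the fitted curve at half-maximal effect; plate controls were vehicle for no effect and positive control for full effect; nearly all actives have a fitted effect of over 50% in size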
GLP1R cytotox: cytotoxic in the GLP-1 receptor inverse agonist counter-screen; HEK293 cAMP-luciferase reporter cells, luminescence, 24 h; Potency, µM (titrated, usually from 38.3 µM), without a hit: at the highest dose activity change, negative = inhibition, usual class: inhibitors; actives 0.13% (n = 410,000); AID 624418;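 also: loss of luciferase light is scored as toxicity; potency is read from the fitted curve at half-maximal effect; % is scaled to controls: 0 for no effect and ±100 for the full control effect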
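To flag toxic compounds, the library was rerun on cells for 24 hr at 37 deg C and 5% CO2. Viability-linked luminescence was captured 12 min after adding luciferase detection reagent.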
GLP-1R inv ag: acts as inverse agonist at human GLP-1 receptor | P43220 | HEK293 GLP-1R CRE-luciferase, luminescence, 24 h; GLP-1R form is constitutively active | Potency, µM (top dose mostly 38.3 µM), inactives show at the top dose activity change, negative = inhibition, most hits filed as inhibitors | actives 1.6% (n = 410,000) | AID 624417; also: potency is read from the fitted curve at half-maximal effect; % is scaled to controls: 0 for no effect and ±100 for the full control effect; nearly all actives have a fitted effect of over 55% in size
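Cells are plated, allowed 12 hours at 37 deg C, then treated with compounds for 24 hr before luciferase detection reagent is added and luminescence is read after 12 min at room temperature. The HEK293 line carries constitutively active GLP-1R with a cAMP-responsive reporter.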
IL2 activator: activators of IL-2; IL-2 activation reporter assay, cell-based qHTS; stimulated with anti-CD3/CD4/CD28 beads; in transgenic mouse T cells; activation, % (series mostly up to about 46 µM); actives 0.065% (n = 360,000); AID 652025; in the data active = activation above about 50%; inconclusive = mostly about 30% to 49%; also: 0% is about no effect
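Quantitative HTS in unstimulated transgenic mouse T cells, with memory T cells as non-tolerant control and PMA/ionomycin as tolerance-bypass control. Compound pretreatment lasted 60 minutes before 18 h bead stimulation; EGFP/DsRed fluorescence read.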
GLP1R ag: agonists of human GLP-1 receptor. HEK293 GLP-1R CRE-luciferase, luminescence, 4-6 h; cells express a hypersensitive GLP-1R form. P43220. Potency, µM (doses to about 45.6 µM), for the others: top-dose activation, most hits filed as activators. actives 0.007% (n = 380,000); also: potency is read from the fitted curve at half-maximal effect; % of control where 0% means no effect
PTHR1 ag: PTHR1 (human) receptor agonism. actives 0.075% (n = 410,000). Q03431. HEK293 GP2 PTHR1 cells, GloSensor cAMP luminescence, 1 h. AID 743266. Potency, µM (top dose mostly 115 µM), for inactives: at the top dose activation, most hits filed as activators; also: potency is read from the fitted curve at half-maximal effect; nearly all actives have a fitted effect of over 55% in size; some results filed as inactive show a strong effect at the top dose; inactives centre near -15; many of its hits are not listed in these tables
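HEK-293-derived GP2 cells expressing PTHR1 and a GloSensor cAMP reporter, 3,000/well, plated overnight, given luciferin plus IBMX (each 0.5 mM as added) for 1 h at 37 °C, then compound for 1 h at 37 °C. Luminescence was read after 15 min at room temperature.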
PLK1 PBD block: blocks phosphopeptide binding to human PLK1 polo-box domain; Plk1 PBD binding of FITC phosphopeptide, fluorescence polarization; actives 2.8% (n = 360,000); Potency, µM, for the others: max response, negative = inhibition, actives largely listed as inhibitors; AID 720504; also: potency is read from the fitted curve at half-maximal effect; series mostly up to about 57 µM; % is scaled to controls: 0 for no effect and ±100 for the full control effect; nearly all actives have a fitted effect of over 65% in size
* marks the source's active call; other numbers are inactive results; i = inactive; ? = inconclusive; . = not tested or not shown; & = joins results of further samples; [ ] = remark or other dose. Unless noted, calls follow the shape of the dose curve; as a rule, active = well fitted curve in the direction sought with a large enough effect; inconclusive = small, poorly fitted or top-dose-only effect, or another doubt; inactive = no such curve, though single readings can be large; an effect the other way counts as inactive or inconclusive. Some of the compounds tested; the hit share may differ from the screen's.

SMILES,PTHR1 ag,EPAC1 ag,PI5P4K alpha inh,PLK1 PBD block,IL2 activator,GLP-1R inv ag,GLP1R ag,GLP1R cytotox,EPAC1 antag
O=C(NCN1C(=O)C2C3C=CC(C3)C2C1=O)Nc1nncs1 (configuration not stated),-8%[57.5 µM],4%,10,-6%,0.3,9%,5%,7%,-2%
O=C(Cc1ccccc1)N1CCCC1c1ccccc1 (configuration not stated),-26%,0%,.,0%,-2.0,5%,-4%,-11%,9%
Cn1ccnc1CC(O)(c1ccccc1)c1ccccc1,-2%,-1%,-8,-12%,-2.2,-11%,1%,-8%,-9%
O=C(C[C@H]1C[C@H](C(=O)N2CCOCC2)[C@@]2(CCC3CCCC3)c3[nH]c4cc(-c5ccco5)ccc4c3CCN2C1=O)NCc1ccco1,i,-7%,-29,-1%,-0.1,?,-5%,-16%,-11%
COc1ccc(/C=C2/C(=O)C(C)(C(C)C)CCC2C)cc1 (configuration not stated),-18%,10%,7,-3%,-0.1,5%,14%,-3%,-12%
O=C(NCc1ccccc1)c1ccccc1C(=O)c1ncc[nH]1,-24%,4%,6,-10%,0.5,27%[7.66 µM],2%,16%[7.66 µM],-5%
S=C(Nc1cccnc1)N1CCc2ccccc21,9%,6%,10,0%,-1.3,-17%,2%,0%,?
O=C(Cn1nnnc1CN1CCOCC1)N1CCC(c2cccc(Cl)c2)C1 (configuration not stated),i,5%,0,-8%,-2.8,-1%,-5%,1%,-14%

(cont.)
SMILES,PTHR1 ag,EPAC1 ag,PI5P4K alpha inh,PLK1 PBD block,IL2 activator,GLP-1R inv ag,GLP1R ag,GLP1R cytotox,EPAC1 antag
O=C(O)CC(c1ccccc1)n1cccc1 (configuration not stated),i,-1%,-3,0%,-2.0,-13%,-2%,-23%,4%
CCOc1ccccc1NC(=O)COn1nnc2ccccc21,-20%,-13%,0,-4%,2.8,11%,2%,2%,-4%
COc1ccc(-c2oc(NC(=O)c3ccc(C)cc3)c(C#N)c2-c2ccc(OC)cc2)cc1,i,-10%,-2,-6%,3.6,?,-5%,-2%,-17%
COc1cc2c(cc1OC)C(c1cc(OC)c(OC)c(OC)c1)NCC2 (configuration not stated),i,1%,-3,1%,-3.6,-1%,-9%,-13%,1%
O=C(CCl)NN1C(=O)NC2(CCCCC2)C1=O,-23%,6%,-7,-5%,1.9,-4%,-1%,-8%,-3%
Cc1ccc(SCC(=O)N2CCOCC2)cc1,-14%[57.5 µM],12%,3,-3%,-3.2,-1%,-8%,11%,-8%
COc1cccc(Cn2nnc(C(=O)Nc3ccc(C)cc3)c2N)c1,-20%,6%,-1,-6%,-3.4,3%,2%,2%,?
CC(C)(C)OC(=O)NCCC(=O)N/N=C/c1ccc2nccnc2c1,i,4%,-1,4%,-3.3,24%,13%,7%,11%

New compounds follow:
SMILES,PTHR1 ag,EPAC1 ag,PI5P4K alpha inh,PLK1 PBD block,IL2 activator,GLP-1R inv ag,GLP1R ag,GLP1R cytotox,EPAC1 antag
CCN1CC(C)(C)N(C(=O)c2ccccc2)CC1(C)C,-38%[inhibitor],-4%,2,7%,-3.8,-10%,-1%,2%,1%
Cc1c(/C=N/NC(=O)COc2ccccc2[N+](=O)[O-])c2ccccc2n1C,-33%[inhibitor],5%,-1,-8%,-4.1,-12%,26%,-19%,?
CCN(C=NC1=NN(c2cccc(C(F)(F)F)c2)CC1)CC,-21%,-11%,4,-22%,-0.1,-19%,8%,13%,?
Cc1ccc2nc(-c3cccc(Br)c3)c(Cc3ccccc3)n2c1,-28%,8%,-6,3%,-0.6,?,2%,-3%,1%
Nc1cc(C(=O)OCC(=O)N2CCN(C(=O)COC(=O)c3ccc(Cl)c(N)c3)CC2)ccc1Cl,-9%,-5%,-10,-3%,-4.1,-6%,-17%,-8%,10%
O=C(c1ccc(Cn2cc([N+](=O)[O-])cn2)o1)N1N=C(C(F)F)CC1(O)C(F)F (configuration not stated),-16%,-2%,.,-3%,-3.5,-9%,-1%,-5%,6%
O=c1nc(SCc2c(F)cccc2Cl)nc(-c2ccccc2)[nH]1,-18%,3%,-5,27µM*,0.3,-1%,2%,3%,18%
COc1ccc(NC(=S)N(Cc2ccc(N(C)C)cc2)Cc2ccco2)cc1,i,1%,8,-7%,-6.5,?,8%,?,?

Remaining list, next part:
SMILES,PTHR1 ag,EPAC1 ag,PI5P4K alpha inh,PLK1 PBD block,IL2 activator,GLP-1R inv ag,GLP1R ag,GLP1R cytotox,EPAC1 antag
Cc1ccc(-c2nc3ccccc3s2)cc1S(=O)(=O)N1CCOCC1,i,2%,.,-13%,-1.7,3%,1%,0%,10%
NC(=O)c1ccc(NC(=O)CNC(=O)c2sc3ccccc3c2Cl)cc1,-10%,5%,-1,-2%,0.2,8%,-1%,18%,-20%
CCN(C(=O)c1cnc(N2CCN(c3ncccn3)CC2)c2ccccc12)c1cccc(Cl)c1,-37%,1%,-2,2%&-2%,-3.0,10µM*,-4%,-19%,3%
CC1=C(C(=O)OCc2ccccc2)C(c2ccc3ccccc3c2)NC(=O)N1CCCCCC(=O)O (configuration not stated),i,-8%,?,-13%,-0.3,11%,5%,6%,-13%
CCCC(O)(c1ccc(Cl)cc1)C(CN1CCOCC1)c1ccc(Cl)cc1 (configuration not stated),-11%,4%,17,-6%,-0.1,?,5%,-29%,5%
FC(F)(F)c1ccc(Cl)c(N/N=C/c2ccc(N3CCOCC3)s2)c1,-10%,1%,-3,-3%,0.4,?,9%,10%,-7%
O=C(NCc1nnnn1-c1ccc(F)c(F)c1)c1ccc2c(c1)OCO2,-17%,-6%,1,7%,2.6,2%,-4%,-11%,-5%
COc1c(C)cc(S(=O)(=O)NCc2ccco2)c(C)c1C,i,-1%,4,-7%,-0.1,-17%,6%,2%,-22%

(next part)
SMILES,PTHR1 ag,EPAC1 ag,PI5P4K alpha inh,PLK1 PBD block,IL2 activator,GLP-1R inv ag,GLP1R ag,GLP1R cytotox,EPAC1 antag
O=C(Nc1ccc(N2CCOCC2)cc1)C1=NN(c2ccccc2)C(=O)CC1,-4%,-5%,1,-3%,-4.1,?,8%,-3%,1%
COC(=O)C1=C(C)Nc2nnnn2C1c1cc(OC)ccc1OC (configuration not stated),i,-1%,.,-14%,1.1,0%,-3%,17%,-5%
CN(CC(=O)Nc1ccc(Cl)cc1)C(=O)c1cc(-c2cccs2)nn1-c1ccccc1,-7%,3%,8,4%,-3.7,?,-5%,?,-10%
Oc1ccc(Br)cc1/C=N/n1c(-c2ccccc2)n[nH]c1=S,-2%,15%,-7,?,-0.8,3%,10%,9%,-13%
COC(=O)CNC(=O)C1CCCN1C(=O)CNC(=O)OC(C)(C)C (configuration not stated),-21%,-11%,3,-3%,0.0,10%,7%,1%,7%
COc1ccccc1CNC(=O)C1CC(c2cccc([N+](=O)[O-])c2)=NO1 (configuration not stated),-12%,-5%,1,-10%,-1.7,-19%,16%,-12%,-12%
CCCNC(=O)C1(C)CCN(Cc2cc3ccccc3o2)C1 (configuration not stated),-18%,-12%,-8,-4%,0.5,6%,-7%,3%,7%
CCCCCC(=O)NC(=S)Nc1ccccc1C(=O)OC,-2%,6%,.,-20%,-1.3,6%,-6%,-13%,-7%

Next compounds follow:
SMILES,PTHR1 ag,EPAC1 ag,PI5P4K alpha inh,PLK1 PBD block,IL2 activator,GLP-1R inv ag,GLP1R ag,GLP1R cytotox,EPAC1 antag
CCCCC(=O)N(C)c1c(CC)nc2c(OCc3ccc(C(F)(F)F)cc3)cccn12,i,-15%,-2,-12%,-0.5,11µM*,-4%,-12%,-23%
N#Cc1ccccc1/C=N/Nc1nc(-c2ccccc2)c2cc(Cl)ccc2n1,-8%,3%,-6,0%,-0.2,31%[activator],1%,14%,-2%
CCc1ccc(N2CSC3=C(C#N)C(c4cccs4)CC(=O)N3C2)cc1 (configuration not stated),-15%[57.5 µM],4%,-68*,19µM*,-4.2,-9%,2%,-4%,-17%
Cc1ccccc1-c1nc(CN2CCSCC2)c(C)o1,-6%,8%,5,-12%,0.9,-23%,14%,7%,-20%
Cc1cccc(S(=O)(=O)N(C)C[C@H]2OCc3cn(nn3)CCCC(=O)N([C@H](C)CO)C[C@@H]2C)c1,-16%,2%,-3,-16%,2.7,-11%,7%,5%,0%
O=C(COc1ccccc1Cl)Nc1ccc(OCc2cc(=O)n3ccsc3n2)cc1,-24%,.,.,.,.,7%,0%,2%,.
Cc1ccc(NC(=O)CN(C)C(=S)NC2CC2)cc1,i,8%,2,-7%,-2.1,5%,7%,3%,-25%
CCOC(=O)c1cc(-c2cccs2)nn1CCC#N,i,1%,4,-2%,0.3,18%,9%,15%,-6%

The list goes on:
SMILES,PTHR1 ag,EPAC1 ag,PI5P4K alpha inh,PLK1 PBD block,IL2 activator,GLP-1R inv ag,GLP1R ag,GLP1R cytotox,EPAC1 antag
CCCOc1ccc(C2C(=O)N(C3CCCCC3)CC(=O)N2C2CC2)cc1OC (configuration not stated),i,2%,.,3%,1.0,2%,18%,-11%,10%
COc1ccc(NC(=O)c2cccnc2Nc2ccccc2)cc1,-10%,11%,.,-5%,1.6,0%,6%,-17%,-11%
COc1ccc(CCc2nnc(CCC(=O)NCc3cc(C(C)C)no3)o2)cc1,i,3%,1,-1%,-2.3,-26%,16%,0%,3%
O=C(COc1ccccc1Cl)NCCNC(=O)c1cccnc1,-7%,12%,-1,-5%,-1.6,17%,7%,14%,1%
Brc1cccc(-c2nnn3c2nc(NCc2ccc4c(c2)OCO4)c2ccccc23)c1,-13%,.,.,.,.,11%,5%,24%,.

Already shown: 2 of the compounds above.
SMILES,PTHR1 ag,EPAC1 ag,PI5P4K alpha inh,PLK1 PBD block,IL2 activator,GLP-1R inv ag,GLP1R ag,GLP1R cytotox,EPAC1 antag
O=C(COc1ccccc1Cl)NCCNC(=O)c1cccnc1,-7%,12%,-1,-5%,-1.6,17%,7%,14%,1%
Brc1cccc(-c2nnn3c2nc(NCc2ccc4c(c2)OCO4)c2ccccc23)c1,-13%,.,.,.,.,11%,5%,24%,.

Screens as filed in PubChem.
